CF NFkB inh: cystic fibrosis NF-kB activation inhibition; KKLEB NF-kB-GFP reporter, PAF-induced, GFP fluorescence overnight; inhibition, % at 5 µM; hit rate 0.86% among 360,000; AID 588850;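 active means at least 50% inhibition at 5 µM, scaled per plate between neutral and stimulator controls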;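 further: PAF is a Pseudomonas aeruginosa culture filtrate used as stimulus; plate controls were PAF-stimulated DMSO wells for no effect and unstimulated DMSO wells for full effect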
LMP1 NFkB inh: inhibitors of Epstein-Barr LMP1-induced NF-kappaB reporter; LMP1-induced NF-kappaB luciferase reporter cells, luminescence; inhibition, % at 12.5 µM; hit rate 0.69% among 350,000; in the data active means inhibition above about 41%;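 further: 0% = neutral control wells and 100% = reference inhibitor control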
TROY NFkB inh: blocks TROY-dependent signaling in reporter cells. Q293 LMP1-TROYcd NF-kB luciferase reporter, 4 h. inhibition, % at 10 µM. hit rate 0.98% among 360,000;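 active means compounds whose plate-normalised and pattern-corrected inhibition of the luciferase reporter signal at the single screening dose is 50% or more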
NCOA1 inh: inhibitors of human steroid receptor coactivator 1 (SRC1); hit rate 0.12% among 360,000; HEK293 GAL4-SRC1 luciferase reporter, luminescence; Q15788; inhibition, % at 3.6 µM;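 active means inhibition above the campaign mean plus 3 SD, with each screening campaign given its own cutoff, cut at about 60% in these data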;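 further: 0% = DMSO treated cells and 100% = gossypol at 36 µM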
Shn3 3UTR inh: reduces Shn3 3'UTR luciferase signal in osteoblasts; hit rate 0.52% among 360,000; Clone20 osteoblast Shn3 3'UTR firefly luciferase, 24 h; AID 588674; inhibition, % at 12.5 µM;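 active means mean inhibition of at least 75% with every replicate also reaching 75%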;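 further: 0% = median of neutral control wells and 100% = pilot-screen positive control compound; some compounds past the cut are filed as inactive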
TRAIL sens C8: caspase-8 TRAIL sensitization; NB7+C8 cells + TRAIL, ATPlite viability luminescence; inhibition (viability loss, TRAIL sensitization), % at 10 µM; hit rate 1% among 360,000;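 active means compounds causing at least 50% loss of cell viability in the single-dose screen, relative to plate controls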
NR2F2 inh: blocks human COUP-TFII nuclear receptor. hit rate 0.7% among 370,000. inhibition, % at 8.6 µM. P24468. HEK293T NGFI-A luciferase reporter, luminescence. AID 686940;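 active means inhibition above a per-plate cutoff, mean inhibition of test wells between control levels plus 3 SD, cut at about 38% in these data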;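 further: cells cotransfected with COUP-TFII expression vector driving the NGFI-A reporter; 0% = median of COUP-TF2 test wells and 100% = reporter-only cells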
Target sequence (P24468 whole entry, looked up): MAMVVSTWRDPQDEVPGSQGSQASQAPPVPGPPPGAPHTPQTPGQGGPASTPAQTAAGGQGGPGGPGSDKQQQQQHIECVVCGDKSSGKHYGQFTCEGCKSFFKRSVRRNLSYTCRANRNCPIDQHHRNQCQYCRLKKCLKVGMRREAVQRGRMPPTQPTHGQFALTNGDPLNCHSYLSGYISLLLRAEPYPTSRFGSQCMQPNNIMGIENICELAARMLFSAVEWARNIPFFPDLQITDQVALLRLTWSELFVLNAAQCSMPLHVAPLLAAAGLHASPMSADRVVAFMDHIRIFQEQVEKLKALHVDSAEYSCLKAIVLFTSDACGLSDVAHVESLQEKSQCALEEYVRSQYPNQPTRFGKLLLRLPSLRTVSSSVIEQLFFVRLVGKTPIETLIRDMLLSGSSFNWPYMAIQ
TWEAK Fn14 block: TWEAK-Fn14 signaling inhibition | TWEAK-stimulated Fn14 reporter cells, luciferase luminescence, 8 h | inhibition, % at 10 µM | hit rate 2% among 360,000; in the data active means inhibition above about 50%
SRC3 inh: inhibitors of human steroid receptor coactivator 3 (SRC3) | Q9Y6Q9 | hit rate 0.17% among 360,000 | HEK293 GAL4-SRC3 luciferase reporter, luminescence | inhibition, % at 3.6 µM;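 active means inhibition above a per-campaign cutoff, the mean of all compounds plus 3 SD, cut at about 60% in these data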;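 further: 0% = DMSO-treated cells and 100% = gossypol-treated cells at 36 µM; higher means less SRC3-driven luciferase light from the GAL4 reporter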
LRH-1 inv ag: inverse agonists of human LRH-1 (NR5A2); O00482; HEK293T StAR-luciferase reporter, LRH-1 transfected, 24 h; inhibition, % at 3.6 µM; hit rate 0.13% among 360,000; AID 602396;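 active means inhibition above the mean inhibition of all tested compounds plus 3 SD, cut at about 73% in these data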;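 further: 0% = DMSO wells and 100% = reporter-only cells lacking LRH-1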
Target sequence (O00482 whole entry, looked up): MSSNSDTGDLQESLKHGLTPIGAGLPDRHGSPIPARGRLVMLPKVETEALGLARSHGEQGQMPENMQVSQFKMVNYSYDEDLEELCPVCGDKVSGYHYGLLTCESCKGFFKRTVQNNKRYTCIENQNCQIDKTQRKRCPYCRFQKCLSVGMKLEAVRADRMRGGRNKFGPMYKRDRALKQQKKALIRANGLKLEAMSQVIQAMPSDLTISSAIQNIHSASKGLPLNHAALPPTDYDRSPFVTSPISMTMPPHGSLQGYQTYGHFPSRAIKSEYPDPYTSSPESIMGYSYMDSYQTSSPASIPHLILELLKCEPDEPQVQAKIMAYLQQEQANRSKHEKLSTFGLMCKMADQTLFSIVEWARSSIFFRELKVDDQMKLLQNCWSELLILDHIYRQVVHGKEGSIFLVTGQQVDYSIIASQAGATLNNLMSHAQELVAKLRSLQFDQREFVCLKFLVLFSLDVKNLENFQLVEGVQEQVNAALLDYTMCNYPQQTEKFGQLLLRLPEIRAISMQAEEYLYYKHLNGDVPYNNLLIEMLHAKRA
KKLEB tox: CF airway cell cytotoxicity counter-screen; KKLEB CF airway cells viability, ATPlite luminescence, overnight; hits give low values; cells stimulated with P. aeruginosa culture filtrate; AID 602141; hit rate 0.36% among 360,000; activity change (cytotoxicity), % at 5 µM;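 active means corrected activity change at or below -50% at 5 µM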
Numbers without * were called inactive. An excerpt; rates above refer to the full screens.

What do the screens show for `Cc1occc1C(=O)NNC(=S)NCc1ccccc1`?
CF NFkB inh: 5; LMP1 NFkB inh: 6; TROY NFkB inh: -5; NCOA1 inh: 4; Shn3 3UTR inh: -16; TRAIL sens C8: -1; NR2F2 inh: 11; TWEAK Fn14 block: -12; SRC3 inh: 20; LRH-1 inv ag: 21; KKLEB tox: 0

Results for CCN1CCN(CCC(=O)Nc2cc(OC)ccc2OC)CC1 ?
CF NFkB inh: -12; LMP1 NFkB inh: 4; TROY NFkB inh: 11; NCOA1 inh: -30; Shn3 3UTR inh: -18; TRAIL sens C8: -4; NR2F2 inh: 9; TWEAK Fn14 block: 3; SRC3 inh: -11; LRH-1 inv ag: 16; KKLEB tox: -7

What do the screens show for `CCOc1ccc(N2C(=O)CC(Sc3nc4ccc(OCC)cc4s3)C2=O)cc1` (stereo not drawn)?
CF NFkB inh: -10; LMP1 NFkB inh: -11; TROY NFkB inh: 7; NCOA1 inh: -3; Shn3 3UTR inh: 6; TRAIL sens C8: 15; NR2F2 inh: -10; TWEAK Fn14 block: -34; SRC3 inh: -6; LRH-1 inv ag: 14; KKLEB tox: -16

Results for O=C(NNC(=S)Nc1ccccc1)c1cc(-c2cccnc2)nc2ccccc12 ?
CF NFkB inh: -25; LMP1 NFkB inh: -4; TROY NFkB inh: 4; NCOA1 inh: 6; Shn3 3UTR inh: -1; TRAIL sens C8: 2; NR2F2 inh: 1; TWEAK Fn14 block: -12; SRC3 inh: 12; LRH-1 inv ag: -3; KKLEB tox: 17

How did Cc1ccc(NC(=O)CN2C(=O)NC3(CCCc4ccccc43)C2=O)c(C)c1 (stereo not drawn) do in these assays?
CF NFkB inh: -24; LMP1 NFkB inh: -2; TROY NFkB inh: -4; NCOA1 inh: -19; Shn3 3UTR inh: 1; TRAIL sens C8: 12; NR2F2 inh: 4; TWEAK Fn14 block: 6; SRC3 inh: 8; LRH-1 inv ag: 8; KKLEB tox: 3

Results for O=C(c1ccccc1)n1c2ccccc2c(=O)n1-c1ccccc1CCl ?
CF NFkB inh: -26; TROY NFkB inh: -34; NCOA1 inh: -63; Shn3 3UTR inh: -75; TRAIL sens C8: 12; TWEAK Fn14 block: -25; SRC3 inh: -82; LRH-1 inv ag: -88; KKLEB tox: -20

What do the screens show for `O=C(COc1ccc([N+](=O)[O-])cc1)NNC(=O)Nc1ccc([N+](=O)[O-])cc1`?
CF NFkB inh: 2; LMP1 NFkB inh: 8; TROY NFkB inh: -4; NCOA1 inh: -3; Shn3 3UTR inh: 16; TRAIL sens C8: -5; NR2F2 inh: -8; TWEAK Fn14 block: 11; SRC3 inh: 5; LRH-1 inv ag: 7; KKLEB tox: -8

How did CCN1C(=O)C(=Cc2cccc(OC)c2Oc2ccc([N+](=O)[O-])cc2[N+](=O)[O-])SC1=S do in these assays?
CF NFkB inh: 88*; LMP1 NFkB inh: -70; TROY NFkB inh: -9; NCOA1 inh: 7; Shn3 3UTR inh: 99*; TRAIL sens C8: 34; NR2F2 inh: 7; TWEAK Fn14 block: 91*; SRC3 inh: 4; LRH-1 inv ag: 15; KKLEB tox: -84*

Results for O=C(NCC1CCCN1S(=O)(=O)c1cccs1)c1cccc(Cl)c1 (stereo not drawn) ?
CF NFkB inh: -3; LMP1 NFkB inh: 8; TROY NFkB inh: -18; NCOA1 inh: -2; Shn3 3UTR inh: -7; TRAIL sens C8: -7; NR2F2 inh: 5; TWEAK Fn14 block: -9; SRC3 inh: -6; LRH-1 inv ag: 0; KKLEB tox: -2

What do the screens show for `Cn1cc(C(=O)NCC(=O)Nc2ccccc2Br)cn1`?
CF NFkB inh: 9; LMP1 NFkB inh: 0; TROY NFkB inh: 5; NCOA1 inh: -6; Shn3 3UTR inh: 1; TRAIL sens C8: 12; NR2F2 inh: 6; TWEAK Fn14 block: 7; SRC3 inh: 11; LRH-1 inv ag: 18; KKLEB tox: -9

How did c1cncc(CNCc2ccco2)c1 do in these assays?
CF NFkB inh: 6; LMP1 NFkB inh: -2; TROY NFkB inh: -20; NCOA1 inh: -10; Shn3 3UTR inh: 17; TRAIL sens C8: -17; NR2F2 inh: -5; TWEAK Fn14 block: -1; SRC3 inh: 4; LRH-1 inv ag: -5; KKLEB tox: 4

How did Cc1nc2ccccn2c1C(=O)NNC(=S)Nc1ccc(Cl)cc1 do in these assays?
CF NFkB inh: 10; LMP1 NFkB inh: 0; TROY NFkB inh: -2; NCOA1 inh: 7; Shn3 3UTR inh: -26; TRAIL sens C8: -1; NR2F2 inh: -8; TWEAK Fn14 block: -15; SRC3 inh: 0; LRH-1 inv ag: -46; KKLEB tox: -8

How did CCCNC(=O)COc1ncnc2sccc12 do in these assays?
CF NFkB inh: -5; LMP1 NFkB inh: 0; TROY NFkB inh: -22; NCOA1 inh: 12; Shn3 3UTR inh: 11; TRAIL sens C8: -15; NR2F2 inh: 2; TWEAK Fn14 block: 13; SRC3 inh: 0; LRH-1 inv ag: -8; KKLEB tox: 1

Results for COc1cc(-c2nc3c4ccccc4nc(=S)n3[nH]2)cc(OC)c1OC ?
CF NFkB inh: -24; LMP1 NFkB inh: 6; TROY NFkB inh: 24; NCOA1 inh: -6; Shn3 3UTR inh: 14; TRAIL sens C8: -1; NR2F2 inh: -14; TWEAK Fn14 block: -12; SRC3 inh: 0; LRH-1 inv ag: 12; KKLEB tox: -4

What do the screens show for `CCOc1ccccc1C(=O)NC(C(=O)Nc1cccc(S(N)(=O)=O)c1)C(C)C` (stereo not drawn)?
CF NFkB inh: 3; LMP1 NFkB inh: -1; TROY NFkB inh: 21; NCOA1 inh: -14; Shn3 3UTR inh: 5; TRAIL sens C8: 0; NR2F2 inh: 1; TWEAK Fn14 block: -3; SRC3 inh: -10; LRH-1 inv ag: -2; KKLEB tox: 3

Results for COc1cccc(CN2CCN(CC(=O)NCCc3ccccc3)CC2)c1 ?
CF NFkB inh: 12; LMP1 NFkB inh: -11; TROY NFkB inh: -11; NCOA1 inh: 21; Shn3 3UTR inh: 22; TRAIL sens C8: -4; NR2F2 inh: -38; TWEAK Fn14 block: 3; SRC3 inh: -3; LRH-1 inv ag: 14; KKLEB tox: -2

Results for COc1ccccc1NC(=O)C(C)OC(=O)CSCC(=O)Nc1cc(C)on1 (stereo not drawn) ?
CF NFkB inh: 4; LMP1 NFkB inh: 1; TROY NFkB inh: -7; NCOA1 inh: 2; Shn3 3UTR inh: -2; TRAIL sens C8: -1; NR2F2 inh: -11; TWEAK Fn14 block: -9; SRC3 inh: -6; LRH-1 inv ag: -2; KKLEB tox: 3

How did CCc1ccc2oc(=O)cc(CN3CCCCC3C)c2c1 (stereo not drawn) do in these assays?
CF NFkB inh: -12; LMP1 NFkB inh: -1; TROY NFkB inh: -5; NCOA1 inh: -15; Shn3 3UTR inh: 19; TRAIL sens C8: 7; NR2F2 inh: 9; TWEAK Fn14 block: 0; SRC3 inh: 5; LRH-1 inv ag: 2; KKLEB tox: -7

How did O=C(O)CCN1CCc2ccccc21 do in these assays?
CF NFkB inh: -6; LMP1 NFkB inh: -5; TROY NFkB inh: -13; NCOA1 inh: -6; Shn3 3UTR inh: 1; TRAIL sens C8: 1; NR2F2 inh: -6; TWEAK Fn14 block: -13; SRC3 inh: -4; LRH-1 inv ag: 2; KKLEB tox: -11

How did Cc1ccccc1S(=O)(=O)Oc1ccc2ccc(O)cc2c1 do in these assays?
CF NFkB inh: -2; LMP1 NFkB inh: -3; TROY NFkB inh: 28; NCOA1 inh: -44; Shn3 3UTR inh: -47; TRAIL sens C8: 11; NR2F2 inh: -1; TWEAK Fn14 block: 29; SRC3 inh: -76; LRH-1 inv ag: -83; KKLEB tox: 3

What do the screens show for `COc1cc(-c2cc(N)n(S(=O)(=O)c3ccccc3)n2)cc(OC)c1OC`?
CF NFkB inh: -13; LMP1 NFkB inh: -3; TROY NFkB inh: -7; NCOA1 inh: -6; Shn3 3UTR inh: -12; TRAIL sens C8: 13; NR2F2 inh: -14; TWEAK Fn14 block: -2; SRC3 inh: -3; LRH-1 inv ag: 22; KKLEB tox: -6

Results for O=C(O)CCCNC(=O)CCn1nnc2ccccc2c1=O ?
CF NFkB inh: 12; LMP1 NFkB inh: -4; TROY NFkB inh: -1; NCOA1 inh: 0; TRAIL sens C8: 2; NR2F2 inh: 26; TWEAK Fn14 block: 1; SRC3 inh: -19; LRH-1 inv ag: -5; KKLEB tox: -8

How did C#CCCC/C(=C\C(=O)N(C)[C@H](C(=O)N(C)[C@H](C(=O)N(C)[C@H](C(=O)N(C)[C@H](C(N)=O)C(C)C)C(C)C)C(C)C)C(C)C)OC do in these assays?
CF NFkB inh: 12; LMP1 NFkB inh: -5; TROY NFkB inh: -1; NCOA1 inh: 10; Shn3 3UTR inh: 2; TRAIL sens C8: -2; NR2F2 inh: -6; TWEAK Fn14 block: 6; SRC3 inh: 4; LRH-1 inv ag: -8; KKLEB tox: -11

Results for O=C(CCCC(=O)N(c1cccc(F)c1)C(C(=O)NC1CCCC1)c1ccc(O)cc1)Nc1ccccn1 (stereo not drawn) ?
CF NFkB inh: -6; LMP1 NFkB inh: -3; TROY NFkB inh: 12; NCOA1 inh: 5; Shn3 3UTR inh: 2; TRAIL sens C8: -11; NR2F2 inh: 2; TWEAK Fn14 block: -15; SRC3 inh: 12; LRH-1 inv ag: 7; KKLEB tox: -3

What do the screens show for `CN(C(=O)c1ccc(S(=O)(=O)N2CCCC2)cc1)C1CCS(=O)(=O)C1` (stereo not drawn)?
CF NFkB inh: 1; LMP1 NFkB inh: -5; TROY NFkB inh: -2; NCOA1 inh: -7; Shn3 3UTR inh: 23; TRAIL sens C8: 2; NR2F2 inh: -23; TWEAK Fn14 block: 3; SRC3 inh: -4; LRH-1 inv ag: -2; KKLEB tox: 9

Results for O=C(O)CCC(=O)N1CCc2cc(S(=O)(=O)NC3CCCC3)ccc21 ?
CF NFkB inh: -3; LMP1 NFkB inh: 1; TROY NFkB inh: -6; NCOA1 inh: 8; Shn3 3UTR inh: -12; TRAIL sens C8: 9; NR2F2 inh: -4; TWEAK Fn14 block: -14; SRC3 inh: 11; LRH-1 inv ag: -2; KKLEB tox: 9

How did Cc1ccc(-c2ccc(=O)n(CCC(=O)N3CCN(Cc4ccccc4)CC3)n2)cc1 do in these assays?
CF NFkB inh: -2; LMP1 NFkB inh: 11; TROY NFkB inh: 0; NCOA1 inh: 10; Shn3 3UTR inh: -28; TRAIL sens C8: 0; NR2F2 inh: 2; TWEAK Fn14 block: 7; SRC3 inh: -12; LRH-1 inv ag: 15; KKLEB tox: -8

What do the screens show for `COc1ccc(Cl)cc1NC(=O)C(=O)NCc1ccncc1`?
CF NFkB inh: -30; LMP1 NFkB inh: -5; TROY NFkB inh: -27; NCOA1 inh: 10; Shn3 3UTR inh: -15; TRAIL sens C8: -4; NR2F2 inh: 1; TWEAK Fn14 block: -31; SRC3 inh: 9; LRH-1 inv ag: -3; KKLEB tox: 6
